High-throughput results as filed in PubChem.
tuberculosis growth = growth inhibition of non-replicating M. tuberculosis (AID 488890); Mycobacterium tuberculosis non-replicating, growth inhibition; higher % means a stronger effect; inhibition, % at 25 µM, or IC50 in µM where a hit was titrated; 0.39% of 320,000 active; in the data active = a potency from the dose series; inconclusive = inhibition mostly from about 82% at the one dose, without a potency; inactive = the rest, 99 in 100 with inhibition below about 76%;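 note: plate controls were DMSO cells for no effect and high antibiotic wells for full effect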
VEEV TC-83 Vero = inhibitors of VEEV TC-83 cytopathic effect, confirmation, Vero cells (AID 588727) | 0.13% of 350,000 active | Vero cells, VEEV TC-83 cytopathic effect inhibition; higher % means a stronger effect | inhibition, % at 20 µM; hits with a dose series show IC50 in µM; in the data active = a potency from the dose series; inconclusive = inhibition mostly from about 14% at the one dose, without a potency; inactive = the rest, 99 in 100 with inhibition below about 12%; note: strong numbers were not always called active
influenza NS1A = H1N1 influenza NS1A inhibitors, functional cell based assay (AID 504329). inhibition, % at 12.5 µM; hits with a dose series show IC50 in µM. 0.3% of 340,000 active. NS1A functional cell-based assay, percent inhibition; higher % means a stronger effect; in the data active = a potency from the dose series; inconclusive = inhibition above about 27% without an active follow-up result; note: strong numbers were not always called active
Salmonella PhoP GFP = Inhibition of PhoP regulon, Salmonella typhi GFP reporter cells, confirmation, 4 h (AID 1850); Salmonella Typhi PhoP-promoter GFP reporter, fluorescence, 4 h; higher % means a stronger effect; one-dose inhibition, % at 50 µM; IC50 in µM for titrated hits; 0.33% of 310,000 active; in the data active = a potency from the dose series; inconclusive = inhibition mostly from about 25% at the one dose, without a potency; inactive = the rest, 99 in 100 with inhibition below about 19%;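 note: 0% = induced wells with vehicle and 100% = uninduced wells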
H37Rv inhibition = M. tuberculosis growth inhibition, HTS (AID 449762); one-dose inhibition, % at 25 µM; IC50 in µM for titrated hits; M. tuberculosis H37Rv growth inhibition, 7H9 media; higher % means a stronger effect; 0.59% of 330,000 active; in the data active = a potency from the dose series; inconclusive = inhibition above about 70% without an active follow-up result;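 note: bacterial growth assessed after seven days of incubation; strong numbers were not always called active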
VEEV TC-83 Vero 10K pilot screen = also measured in VEEV TC-83 Vero; calls as there; inhibition, %; measured here: 10K pilot screen inhibition
* marks the source's active call; other numbers are inactive results; i = inactive; ? = inconclusive; · = no result given.

SMILES | tuberculosis growth | VEEV TC-83 Vero | influenza NS1A | Salmonella PhoP GFP | H37Rv inhibition | others
O=C(Nc1ccncc1)c1cc(-c2cccc(Br)c2)nc2ccccc12 | 47% | 7.8% | 8% | 8% | -13%
CCc1ccccc1NC(=O)c1cc(-c2cccc(O)c2)on1 | 20% | 9.1% | 1% | 9% | 3% | VEEV TC-83 Vero 10K pilot screen=5.8
Cc1cc(C)c2c(c1)[C@@H]1C=CC[C@@H]1[C@H](c1ccc(S(=O)(=O)N3CCOCC3)cc1)N2 | 16% | 0.2% | -1% | -3% | -5%
Cc1ccc(C(=O)N(CC(=O)NC2CCCC2)Cc2cccs2)s1 | 17% | 1.7% | 2% | 15% | 7%
CC(=O)N1c2ccc(S(=O)(=O)N3CCCC3C(=O)NCc3ccccc3Cl)cc2CC1C (stereo not given) | 25% | 1.8% | -2% | -8% | 5%
CN(C)C(=O)c1cccn(Cc2cccc(C(F)(F)F)c2)c1=O | -8% | 1.8% | -8% | -12% | -1%
O=C1CCCN1CCCNS(=O)(=O)c1ccc(Br)s1 | -16% | 1.4% | -4% | -7% | -19%
O=C(CSc1oc(-c2ccco2)nc1S(=O)(=O)c1ccc(Cl)cc1)NCC1CCCO1 (stereo not given) | 9% | i | 0% | -11% | 2%
COc1ccc(C2(c3ccc(OC)cc3)NC(=O)N(CC(=O)Nc3ccccc3)C2=O)cc1 | 10% | 3.3% | -5% | -5% | ?
CCC(=O)N1CCN(C(C)=O)C1c1ccccc1 (stereo not given) | -16% | 0.0% | -13% | -1% | -2%
CC1CCCC(NC(=O)CN(C)CC(=O)Nc2ccc(F)cc2)C1C (stereo not given) | 29% | 0.7% | -5% | · | -13%
O=c1c2ccccc2nc2c3ccccc3c(NCc3ccco3)nn12 | 11% | 2.9% | 3% | 14% | -5%
COCCN(CC(=O)Nc1cccc(C)c1C)C(=O)c1cc2c(s1)CCC2 | 25% | 1.9% | -15% | · | -3%
CCOC(=O)c1c(C)n(C)c2ccc(OCC(O)CN3CCN(C)CC3)cc12 (stereo not given) | · | 0.3% | -1% | 17% | -2%
COC(=O)[C@H]1C[C@@H]1[C@H](NC(=O)c1cccnc1)c1ccccc1 | -15% | 0.2% | -6% | 10% | -1%
O=C(NCCC1=CCCCC1)C1CCC(=O)N(Cc2cccc(C(F)(F)F)c2)C1 (stereo not given) | 25% | 2.6% | -5% | -4% | -5%
COC(=O)c1c(C(=O)OC)c(-c2ccc(Br)cc2)n2c1CS(=O)C2 (stereo not given) | -1% | i | 3% | -10% | -3%
Cc1ccc(N2C(=O)N(CC(=O)Nc3cccc(C)c3C)C(=O)C2C)cc1 (stereo not given) | -4% | 1.2% | 10% | 6% | 0%
CC(OC(=O)CCc1ccccc1)C(=O)Nc1ncc(Cl)cc1Cl (stereo not given) | 24% | 2.9% | -15% | 9% | 1%
Cc1ccccc1NC(=O)C1CC(=O)N(Cc2ccccc2)C1 (stereo not given) | -1% | 1.5% | 4% | 5% | 4%
CCOC(=O)c1cc2c(=O)n3ccccc3nc2n(Cc2ccco2)c1=NC(=O)c1ccc(OC)cc1 | 7% | 9.4% | 9% | -18% | 14%
Clc1ccc(-c2ccccc2)nn1 | -8% | 0.0% | · | -8% | -3%
COc1ccc(C)cc1N(C(=O)c1snc(C(N)=O)c1N)C(C(=O)NC1CCCC1)c1ccc(F)cc1 (stereo not given) | 58% | 6.0% | 8% | -10% | 42%
Cc1ccc(N(C(=O)Cn2nnc(-c3ccc(C)o3)n2)C(C(=O)NC2CCCC2)c2ccco2)cc1 (stereo not given) | 4% | i | 5% | -14% | -2%
CCc1nc2ccccc2c(C(=O)OCC(=O)N(CCOC)c2c(N)n(Cc3ccccc3)c(=O)[nH]c2=O)c1C | · | 8.7% | 0% | · | ·
C=C(C)C(=O)Nc1cccc(C2=NOC3(C2)C[C@@H](C(N)=O)N(C(=O)/C=C/CC)C3)c1 (stereo not given in full) | -8% | 0.1% | 5% | -2% | -8%
CC1=NC(C)Cc2ccccc21 (stereo not given) | -2% | 7.6% | -4% | -2% | 0%
O=S(=O)(NCc1ccccc1)c1ccccc1Br | -6% | 1.1% | -23% | -2% | 2%
COc1ccc(S(=O)(=O)N2CCN(Cc3cc4c(cc3Br)OCCO4)CC2)cc1 | · | 4.4% | -3% | · | ·
O=C(OC1CCCCC1=O)c1cccc(S(=O)(=O)NCc2ccccc2)c1 (stereo not given) | -6% | 3.5% | -5% | -3% | -1%
COc1ccc(NC(=O)c2cc3ccccn3n2)cc1 | 23% | 6.4% | 2% | 4% | -8%
O=C(CSC1CC(=O)N(CCc2ccccc2)C1=O)Nc1cccc(Cl)c1 (stereo not given) | ? | 0.2% | -8% | -5% | -9%
Cc1ccc(C(=O)Nc2ccccc2C(=O)NCc2ccco2)cc1 | 42% | 3.4% | -14% | · | 6%
CCOC(=O)C(C(=O)NCc1ccc(F)cc1)c1ncc(C(F)(F)F)cc1Cl (stereo not given) | -12% | 2.5% | 0% | -4% | 3%
c1cc2c(cc1NC1=NCCO1)CCCC2 | · | 8.0% | 1% | · | ·
CN(CC(=O)Nc1cccc(F)c1)C(=O)c1cccc2ccccc12 | 45% | 2.9% | -6% | · | -11%
CC(=O)Nc1cccc(NC(=O)CS(=O)(=O)c2cn(CC(=O)N3CCCC3)c3ccccc23)c1 | -12% | 4.8% | -11% | -8% | -16%
Nc1nonc1-c1nc2ccccc2[nH]1 | -17% | 3.0% | 12% | -3% | -10%
COc1ccc(C2(C(=O)NCCc3ccccc3)CCCC2)cc1OC | 0% | 0.1% | -56% | -9% | 3%
CN(C)c1nc(Nn2cnnc2)nc(N(C)C)n1 | -4% | 0.0% | 0% | 0% | -2%
O=C(c1nc2ccccc2[nH]1)c1ccccc1[N+](=O)[O-] | -19% | i | -10% | -11% | 13%
N#Cc1nc(-c2ccco2)oc1NCCN1CCOCC1 | -9% | 0.9% | 9% | 8% | -4%
COc1ccc(S(=O)(=O)CCC(=O)N2CC(=O)N(CCc3ccccc3)C(=O)C2)cc1 | -1% | 0.9% | -13% | 0% | -1%
O=C(NCc1ccccn1)c1ccc(OC2CCN(Cc3cccs3)CC2)cc1 | 4% | 1.4% | 1% | 5% | 9%
CCOC(=O)c1cncc(C(=O)O)c1 | -32% | 0.7% | -19% | -1% | -9%
CCOC(=O)NC(=O)CSc1nc2ccc(C)cc2[nH]1 | -14% | 1.6% | -15% | 20% | -5%
CC(C)(C)CC(=O)NCc1ccc(F)cc1 | 13% | 2.3% | -3% | 3% | 1%
Cc1nc2ccccc2c(=O)n1-c1ccccn1 | -12% | 0.5% | 3% | 0% | 1%
CCOc1ccc(N(C)C(=O)CCc2nnc3ccc(NCc4ccco4)nn23)cc1 | 11% | 0.2% | 4% | 1% | 1%
CC12CCC(C(=O)Nc3ccc(Cl)cc3)([C@H](Br)C1=O)C2(C)C (stereo not given in full) | 2% | 0.8% | · | -26% | -2%
CCN(c1ccccc1)S(=O)(=O)c1ccc(C(=O)Nc2ccccc2OC)cc1 | 32% | 2.7% | -2% | · | -3%
COc1ccc(/C=C2\CCCC3C2=NN(C(=O)CSc2n[nH]c(N)n2)C3c2ccc(OC)cc2)cc1 (stereo not given) | 9% | 23% | 7% | 6% | 57%
Cn1c(=O)c2c(nc(Br)n2CCc2ccccc2)n(C)c1=O | 5% | 6.6% | -10% | 7% | -1%
Cc1ccc(NC(=O)CNC(=O)c2ccc(C(C)(C)C)cc2)cc1S(=O)(=O)N1CCOCC1 | 29% | 1.2% | 3% | · | 0%
O=C(CCl)Nc1ccc(-c2ccccc2)cc1 | ? | ? | -10% | 0% | ?
CCS/C(N)=N/N=C/c1cc(C)ccc1O | ? | 6.1% | 5% | 1% | ?
O=C(O)CN1C(=O)/C(=C\c2cc(Br)ccc2OCc2ccc(Cl)cc2)SC1=S | 16% | 1.3% | -7% | 7% | 5%
CCCOc1ccc(-c2nc3c(c(=O)[nH]c(=O)n3Cc3ccccc3)n2CCO)cc1OCC | 6% | 1.9% | 4% | 7% | -1%
CCCOc1ccc(C(=O)OCCN2CCCCC2)c(O)c1 | 1% | 1.1% | -3% | 9% | -8%
COc1ccc(/C=C/C(=O)c2ccc3ccccc3c2O)cc1CN1CCOCC1 | -12% | 2.0% | -8% | -1% | 8%

Entries from the list above that contain a Cl atom (nine):
SMILES | tuberculosis growth | VEEV TC-83 Vero | influenza NS1A | Salmonella PhoP GFP | H37Rv inhibition | others
CC(=O)N1c2ccc(S(=O)(=O)N3CCCC3C(=O)NCc3ccccc3Cl)cc2CC1C (stereo not given) | 25% | 1.8% | -2% | -8% | 5%
O=C(CSc1oc(-c2ccco2)nc1S(=O)(=O)c1ccc(Cl)cc1)NCC1CCCO1 (stereo not given) | 9% | i | 0% | -11% | 2%
CC(OC(=O)CCc1ccccc1)C(=O)Nc1ncc(Cl)cc1Cl (stereo not given) | 24% | 2.9% | -15% | 9% | 1%
Clc1ccc(-c2ccccc2)nn1 | -8% | 0.0% | · | -8% | -3%
O=C(CSC1CC(=O)N(CCc2ccccc2)C1=O)Nc1cccc(Cl)c1 (stereo not given) | ? | 0.2% | -8% | -5% | -9%
CCOC(=O)C(C(=O)NCc1ccc(F)cc1)c1ncc(C(F)(F)F)cc1Cl (stereo not given) | -12% | 2.5% | 0% | -4% | 3%
CC12CCC(C(=O)Nc3ccc(Cl)cc3)([C@H](Br)C1=O)C2(C)C (stereo not given in full) | 2% | 0.8% | · | -26% | -2%
O=C(CCl)Nc1ccc(-c2ccccc2)cc1 | ? | ? | -10% | 0% | ?
O=C(O)CN1C(=O)/C(=C\c2cc(Br)ccc2OCc2ccc(Cl)cc2)SC1=S | 16% | 1.3% | -7% | 7% | 5%

More results:
SMILES | tuberculosis growth | VEEV TC-83 Vero | influenza NS1A | Salmonella PhoP GFP | H37Rv inhibition | others
COc1ccc(-c2noc(CCC(=O)NC3CCCCC3)n2)cc1OC | 15% | 6.3% | -14% | -4% | 1%
O=c1cc(Br)c(O)c(Br)cc1Br | · | 7.6% | -6% | · | ·
COc1ccccc1NC(=O)CSc1ncn(-c2ccccc2)n1 | 23% | 4.7% | -1% | -9% | 12%
CC(=O)N1c2ccc(S(=O)(=O)N3CCC(C(=O)N4CCN(c5ccc(Cl)cc5)CC4)CC3)cc2CC1C (stereo not given) | 47% | i | 1% | 1% | 0%
CC(=O)c1ccc(NC(=O)Nc2ccc(Cl)cc2)cc1 | 18% | 2.6% | 2% | 4% | -2%
O=C(O)CC(NC(=O)C(c1ccccc1)c1ccccc1)c1ccc(F)cc1 (stereo not given) | 7% | 0.2% | -25% | -6% | -5%
Cc1cccc(-n2nc3c(c2NC(=O)c2ccco2)CS(=O)(=O)C3)c1C | -4% | 0.5% | 10% | -2% | 8%
Cc1ccc(C(=O)N/N=C/c2ccoc2)cc1C | 52% | 0.5% | 21% | -1% | 3%
CCCCc1ccc(NC(=O)CN2C(=O)NC(Cc3ccccc3)C2=O)cc1 (stereo not given) | · | 2.8% | -10% | · | ·
O=C(OCC(=O)N1CCOCC1)c1cccc(F)c1 | -1% | 1.6% | 1% | 1% | -5%
COc1ccc(-c2cc(C(=O)Nc3cc(OC)c(OC)c(OC)c3)no2)cc1OC | 1% | 3.1% | -61% | -5% | 7%
CC(=O)c1c(O)ccc2c(-c3ccccc3)cc(=O)oc12 | 28% | 0.3% | -9% | 8% | -10%
COC(=O)Cn1c(=NC(=O)c2sc3ccccc3c2Cl)sc2cc(S(N)(=O)=O)ccc21 | -15% | 0.5% | 16% | -10% | 14%
Cc1ccc(NC(=O)CCC(=O)NNC(=O)c2ccccc2[N+](=O)[O-])c(C)c1 | -7% | i | -15% | 3% | -6%
COC(CNC(=O)c1ccc2c(c1)nc(C)n2-c1cccc(F)c1)OC | -8% | i | -3% | -3% | 0%
CCc1nn(CC(=O)NCCCN(C)C2CCCCC2)c(=O)c2cc3occc3n12 | 2% | i | 3% | 4% | 5%
O=C(CNC(=O)c1ccco1)N/N=C/c1cccs1 | -7% | 3.3% | 0% | 11% | -3%
O=C(Nc1ccc(Br)cc1)c1cccc(OC(=S)N2CCOCC2)c1 | -6% | 1.5% | 2% | -13% | 7%
O=C(COC(=O)/C=C/c1cccc(Cl)c1)Nc1ccccc1-c1ccccc1 | 30% | · | · | -6% | 4%
CCOc1ccc(NS(=O)(=O)c2cccc(C(=O)NCC3(N(C)C)CCCCC3)c2)cc1 | · | 1.5% | 0% | · | ·
CC(=O)Nc1cc2nc(C)n(Cc3ccc([N+](=O)[O-])cc3)c2nc1C | -20% | i | 3% | 1% | -1%
CCCn1cc(CN2CCCC(C(=O)c3ccc4c(c3)OCO4)C2)c(C)n1 (stereo not given) | 6% | i | 3% | -3% | -2%
